Screening data deposited in PubChem by several laboratories.
APP 5'UTR act: activates APP 5'UTR luciferase reporter. SH-SY5Y APP 5'UTR luciferase reporter, luminescence; zero percent = DMSO vehicle wells. AID 1276. activation, % at 2 µM. 190,000 compounds, 1% hits;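 active = activation above a set limit, based on mean plus 3 SD of controls, cut at about 140% in these data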; note: values of inactives mirror those of a sister screen read the other way
NF-kB neuron act: compounds increasing NF-kB expression in human neuronal cells | 190,000 compounds, 1.6% hits | fold change at 12.5 µM | NF-kB reporter expression; stronger effect = higher value; in the data active = fold change above about 3.3
STAT1 act: STAT1 signaling activation | NIH 3T3 STAT1-luciferase reporter, IFN-gamma, luminescence; 100% = IFN-gamma alone, no compound | activation (% of control), % at 5.5 µM | 200,000 compounds, 2.6% hits;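 active = activation above the screen-wide mean activation plus 3 SD, cut at about 130% in these data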;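 note: raw ratio to IFN-gamma control signal so 100% means no change and 0% no light; values of inactives mirror those of a sister screen read the other way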
G6PDH CS: L. mesenteroides G6PDH inhibition counter-screen; Purified L. mesenteroides G6PDH, diaphorase/resazurin coupled fluorescence, 45 min; inhibition, % at 5 µM; 200,000 compounds, 0.12% hits; in the data active = inhibition above about 50%
Diaph act CS: activates diaphorase or chemically reduces, flagging diaphorase assay artifacts; Diaphorase/resazurin coupled assay, resorufin fluorescence, 16 min; stronger effect = higher value; 1 = vehicle wells, 0 = NADH-free wells; activation factor at 20 µM; 190,000 compounds, 0.005% hits; AID 1229;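 active = diaphorase activity raised at least twofold by the compound at 20 µM; inactive = activation factor below 2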
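Material: purified diaphorase enzyme from Clostridium kluyveri; Also added: 0.114 mM NADH and 0.1 mM resazurin, final amounts; Doses: single compound dose of 20 µM, 1% DMSO final; Times: 16 min enzyme reaction, ambient temperature; Detection: resorufin fluorescence, excitation 544 nm, emission 590 nm; Measure: increased resorufin signal from activators or reducing compounds.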
APP 5UTR inh: APP translation inhibition. 190,000 compounds, 0.82% hits. SH-SY5Y APP 5'UTR-luciferase reporter, luminescence. inhibition, % at 2 µM. AID 1285;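 active = inhibition above a set limit, derived from the sample mean plus 3 SD, cut at about 45% in these data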; note: values of inactives mirror those of a sister screen read the other way
FLuc inh counter: Photinus pyralis luciferase inhibition counter-screen. P08659. ATPLite firefly luciferase biochemical luminescence, 10 min. inhibition, % at 10 µM. 200,000 compounds, 1.5% hits. AID 1006;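 active = inhibition above about 50% when tested at 10 µM, limit read from the data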
Target sequence (P08659 whole entry, looked up): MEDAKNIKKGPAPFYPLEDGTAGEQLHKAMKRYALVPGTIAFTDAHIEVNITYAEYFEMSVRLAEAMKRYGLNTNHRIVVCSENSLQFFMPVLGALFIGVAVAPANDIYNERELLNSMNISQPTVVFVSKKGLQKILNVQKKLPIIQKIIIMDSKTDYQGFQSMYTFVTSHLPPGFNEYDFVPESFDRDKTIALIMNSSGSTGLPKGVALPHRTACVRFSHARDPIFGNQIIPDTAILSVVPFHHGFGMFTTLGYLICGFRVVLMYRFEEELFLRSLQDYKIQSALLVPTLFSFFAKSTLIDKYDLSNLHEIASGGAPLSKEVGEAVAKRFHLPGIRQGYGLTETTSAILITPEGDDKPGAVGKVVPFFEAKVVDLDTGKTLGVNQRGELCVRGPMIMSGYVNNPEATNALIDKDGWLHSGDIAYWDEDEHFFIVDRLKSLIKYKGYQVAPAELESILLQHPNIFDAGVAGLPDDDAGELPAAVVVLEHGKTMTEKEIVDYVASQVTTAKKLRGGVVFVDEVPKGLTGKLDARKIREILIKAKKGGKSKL
Diaph inh CS: inhibits diaphorase or chemically oxidizes, flagging diaphorase assay artifacts; diaphorase resazurin-to-resorufin fluorescence, NADH, 16 min; bacterial (C. kluyveri) enzyme, not human; inhibition, % at 20 µM; 190,000 compounds, 0.69% hits; AID 1217;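 active = primary screen inhibition at 20 µM above a set limit, cut at about 50% in these data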;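 note: plate controls were DMSO with full reaction for no effect and wells lacking NADH for full effect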
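material = Clostridium kluyveri diaphorase enzyme | amount = 0.14 U/mL diaphorase, enzyme working solution | schedule = incubation 16 min, room temperature | detection = fluorescence of resorufin formed from resazurin, Ex 544/Em 590 nm | benchmarks = positive control minus NADH, DMSO neutral control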
FLuc act counter: affects firefly luciferase, flagging false hits in luciferase stimulation screens; P08659; ATPlite luciferase biochemical, luminescence, 10 min; 0 = ATP-free wells, 1 = DMSO control; activation factor at 10 µM; 200,000 tested, under 10 active;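 active = luciferase activation factor, scaled between plate controls, of at least 2 with compound at 10 µM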
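System: cell-free luciferase reagent; medium: PBS as buffer for the ATP substrate; doses: test compounds dosed from 2 mM stocks in 100% DMSO; incubation: 10 min, room temperature; measured by: luminescence from luciferase reaction; read-out: luciferase activation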
TLR4 MyD88 comp: inhibitors of human TLR4-MyD88 binding | O00206+Q99836 | HeLa CL3-4 TLR4/MyD88 BLA complementation, FRET ratio | inhibition, % at 8.4 µM | 200,000 compounds, 0.18% hits | AID 861; in the data active = inhibition above about 25%;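 note: 0% = vehicle and 100% = reference inhibitor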
An asterisk follows results filed as active; . = no result given.

SMILES	APP 5'UTR act	NF-kB neuron act	STAT1 act	G6PDH CS	Diaph act CS	APP 5UTR inh	FLuc inh counter	Diaph inh CS	FLuc act counter	TLR4 MyD88 comp
COc1ccc(C2/C(=C(\O)c3ccc4c(c3)OCCO4)C(=O)C(=O)N2CCCN(C)C)cc1 (stereo unspecified)	-4	1.1	100	4	0.8	4	-3	21	1	-2
CC1CCCC(N2CCN(C(=O)c3ccc(F)cc3)CC2)C1 (stereo unspecified)	-2	.	95	.	.	2	.	.	.	10
Cc1ccc(-c2nnn(Cc3nc4ccccc4s3)n2)cc1	-2	1.5	93	0	0.8	2	-3	20	1	9
Cn1cnnc1SCCn1c(N2CCCCC2)nc2c1c(=O)[nH]c(=O)n2C	0	1	99	12	1.1	0	-3	-9	1	-4
CCC1(C)Cc2c(sc3c2c(=O)n(-c2ccccc2)c(=O)n3C)CO1 (stereo unspecified)	-7	1.1	89	3	1.1	8	-6	-6	1.1	-6
CCOC(=O)c1ccc(N2C(=O)c3n[nH]c(C)c3C2c2cccnc2)cc1 (stereo unspecified)	17	1.3	94	3	0.9	-17	-4	11	1	-22
CCOC(=O)c1sc2nccc(OC)c2c1N=CN(C)C	32	1.2	105	2	1	-32	-5	5	1.1	-8
CC(C)OP(=O)(c1ccc(N(C)C)cc1)C(Nc1ccccc1)c1cccnc1 (stereo unspecified)	9	1	112	12	1	-9	-4	2	1	-1
O=C(CSc1nncs1)Nc1ccc2c(c1)OCCO2	-6	1.8	114	3	1.1	6	23	-7	0.8	4
Cn1nc(C(=O)N2CCCc3ccccc32)c2ccccc2c1=O	16	1.1	100	3	0.9	-16	-6	5	1.1	1
CCCNS(=O)(=O)c1ccc(CCC(=O)N2CCCCC2)cc1	-38	0.99	105	-11	0.9	38	-12	7	1.1	2
Cn1nc(C(=O)Nc2ccc(S(=O)(=O)N3CCCC3)cc2)ccc1=O	8	0.91	109	2	0.9	-8	-11	6	1.1	21
COc1cc2[nH]c(=O)n(Cc3ccc(C(=O)NC4CCN(Cc5ccccc5)CC4)cc3)c(=O)c2cc1OC	1	1.2	100	2	1	-1	0	2	1	4
c1ccc2c(c1)OCC(c1csc3ncnc(N4CCOCC4)c13)O2 (stereo unspecified)	2	0.85	91	-4	0.8	-2	-9	16	1.1	-14
CN(C)C(CNC(=O)CN1C(=O)NC2(CCc3ccccc32)C1=O)c1ccco1 (stereo unspecified)	18	1.1	103	5	0.9	-18	-7	9	1.1	-6
O=C(NCCNC(=O)C(c1ccccc1)c1ccccc1)c1ccco1	-2	1	99	14	1.1	2	0	-8	1	-5
CCC(C)(c1nnnn1-c1c(C)cccc1C)N(N=O)c1cccc(C(F)(F)F)c1 (stereo unspecified)	18	1.1	102	-8	0.8	-18	-5	18	1	-7
COc1ccccc1OCC#CCNC1CCCCC1C (stereo unspecified)	1	0.98	109	6	0.9	-1	-5	11	1	-7
CC(C)C(=O)NC(c1ccco1)c1c(O)ccc2ccccc12 (stereo unspecified)	-4	1.1	101	15	0.6	4	-5	35	1	-14
BrCCOCCOc1ccc2ccccc2c1	20	1.4	102	13	0.9	-20	3	14	1	-4

13 entries from above, set out differently:
canonical_smiles | APP 5'UTR act | NF-kB neuron act | STAT1 act | G6PDH CS | Diaph act CS | APP 5UTR inh | FLuc inh counter | Diaph inh CS | FLuc act counter | TLR4 MyD88 comp
COc1ccc(C2/C(=C(\O)c3ccc4c(c3)OCCO4)C(=O)C(=O)N2CCCN(C)C)cc1 (stereo unspecified) | -4 | 1.1 | 100 | 4 | 0.8 | 4 | -3 | 21 | 1 | -2
CC1CCCC(N2CCN(C(=O)c3ccc(F)cc3)CC2)C1 (stereo unspecified) | -2 | . | 95 | . | . | 2 | . | . | . | 10
Cc1ccc(-c2nnn(Cc3nc4ccccc4s3)n2)cc1 | -2 | 1.5 | 93 | 0 | 0.8 | 2 | -3 | 20 | 1 | 9
Cn1cnnc1SCCn1c(N2CCCCC2)nc2c1c(=O)[nH]c(=O)n2C | 0 | 1 | 99 | 12 | 1.1 | 0 | -3 | -9 | 1 | -4
CCC1(C)Cc2c(sc3c2c(=O)n(-c2ccccc2)c(=O)n3C)CO1 (stereo unspecified) | -7 | 1.1 | 89 | 3 | 1.1 | 8 | -6 | -6 | 1.1 | -6
CCOC(=O)c1ccc(N2C(=O)c3n[nH]c(C)c3C2c2cccnc2)cc1 (stereo unspecified) | 17 | 1.3 | 94 | 3 | 0.9 | -17 | -4 | 11 | 1 | -22
CCOC(=O)c1sc2nccc(OC)c2c1N=CN(C)C | 32 | 1.2 | 105 | 2 | 1 | -32 | -5 | 5 | 1.1 | -8
CC(C)OP(=O)(c1ccc(N(C)C)cc1)C(Nc1ccccc1)c1cccnc1 (stereo unspecified) | 9 | 1 | 112 | 12 | 1 | -9 | -4 | 2 | 1 | -1
O=C(CSc1nncs1)Nc1ccc2c(c1)OCCO2 | -6 | 1.8 | 114 | 3 | 1.1 | 6 | 23 | -7 | 0.8 | 4
Cn1nc(C(=O)N2CCCc3ccccc32)c2ccccc2c1=O | 16 | 1.1 | 100 | 3 | 0.9 | -16 | -6 | 5 | 1.1 | 1
CCCNS(=O)(=O)c1ccc(CCC(=O)N2CCCCC2)cc1 | -38 | 0.99 | 105 | -11 | 0.9 | 38 | -12 | 7 | 1.1 | 2
Cn1nc(C(=O)Nc2ccc(S(=O)(=O)N3CCCC3)cc2)ccc1=O | 8 | 0.91 | 109 | 2 | 0.9 | -8 | -11 | 6 | 1.1 | 21
COc1cc2[nH]c(=O)n(Cc3ccc(C(=O)NC4CCN(Cc5ccccc5)CC4)cc3)c(=O)c2cc1OC | 1 | 1.2 | 100 | 2 | 1 | -1 | 0 | 2 | 1 | 4

The results go on.
SMILES	APP 5'UTR act	NF-kB neuron act	STAT1 act	G6PDH CS	Diaph act CS	APP 5UTR inh	FLuc inh counter	Diaph inh CS	FLuc act counter	TLR4 MyD88 comp
NC(=O)COC(=O)c1ccccc1Nc1ccc(SC(F)F)cc1	6	3.3	112	-7	0.8	-6	-4	22	1	-1
O=C(c1ccc(=O)oc1)N1CCN(C(c2ccccc2)c2ccccc2)CC1	7	1.3	99	4	1	-7	-1	1	1	1
CCOCCOC(=O)C1=C(C)N(C)C(=O)NC1c1ccccc1F (stereo unspecified)	-23	1	100	-1	0.9	23	-8	6	1.1	0
CCOC(=O)CN1C(=O)C(O)(c2c(C)[nH]c3ccccc23)c2ccccc21 (stereo unspecified)	-8	0.91	91	3	0.8	8	-3	18	1	1
Cc1ccccc1C(=O)/C(C#N)=N/Nc1c(C)n(C)n(-c2ccccc2)c1=O	-68	1.4	100	-4	0.8	68*	-20	16	1.2	-2
CCOC(=O)c1cc(C(C)(C)C)oc1CN	20	1	97	11	0.9	-20	-7	5	1.1	-9
COc1ccc(C(=O)NC(C(=O)NCc2ccccn2)C(C)C)cc1 (stereo unspecified)	4	0.99	104	-2	0.9	-4	-4	9	1	10
COC(=O)c1ccccc1NS(=O)(=O)c1ccc(Cl)nc1	-6	1	94	0	1	6	-6	2	1.1	-4
N#C/C(=C\c1ccc(-c2ccccc2Cl)o1)C(=O)Nc1nc2ccccc2s1	23	1.4	96	-23	1	-23	0	1	1	8
O=C(CN1C(=O)S/C(=C\c2ccc(O)cc2)C1=O)c1ccccc1	3	1.4	99	6	0.6	-3	-3	38	1	-2
O=C(CNC(=O)c1ccc(Br)cc1)NCCc1nc2ccccc2[nH]1	10	1.1	97	16	0.9	-10	2	8	1	-3
O=C(O)CC1(CC(=O)Nc2ccccc2C(=O)c2ccccc2)CCCC1	30	0.96	98	7	1	-30	6	-2	0.9	-1
c1ccc(CCNc2ncnc3ccccc23)cc1	89	2.5	100	5	1	-89	32	-2	0.7	0
O=C(NC1CC1)c1ccc(-c2ccccc2)cc1	32	1.4	131*	6	1	-32	38	2	0.6	-1
Cc1ccccc1NC(=O)CSc1nc2ccccc2o1	52	1.9	101	3	1.1	-52	-1	-8	1	1
COc1cc(OC)c(C2C(C(=O)Nc3ccc(C)cc3C)=C(C)Nc3ncnn32)cc1OC (stereo unspecified)	9	1.1	101	6	0.8	-9	-2	20	1	6
CCc1cc2c(NC(Cc3c[nH]c4ccccc34)C(=O)O)nc(C)nc2s1 (stereo unspecified)	13	0.92	86	5	0.9	-13	0	7	1	2
Fc1cccc(F)c1-n1c(CN2CCCCC2)csc1=S	-21	1.1	88	5	0.9	21	-5	10	1.1	-15
CCOC(=O)c1ccc(NS(=O)(=O)c2cnc[nH]2)cc1	-7	1.1	98	10	0.9	7	0	9	1	-12
CC1(C)CC(=O)C(CC(=O)N2CCC(Cc3ccccc3)CC2)C(=O)C1	9	1.1	98	8	1	-10	-4	0	1	3
Cc1ccsc1C(=O)C1CCCN(Cc2cc(F)ccc2-n2cccn2)C1 (stereo unspecified)	11	0.78	92	8	0.8	-11	-8	16	1.1	-4
CC(CC(=O)Nc1cccnc1)c1ccccc1 (stereo unspecified)	0	1.4	109	5	1	0	-7	-1	1.1	-1
CCOc1ccc(CCNc2nc3c(c(=O)n(C)c(=O)n3C)n2CC)cc1OCC	2	0.68	100	0	0.9	-2	-3	7	1	10
CC(=O)OCCSc1c(-c2ccccc2)c2cc(Cl)ccc2[nH]c1=O	-5	0.8	97	-8	0.9	5	-5	10	1.1	-2
Cc1ccc(Sc2nc3ccc(C)cn3c(=O)c2/C=N/O)cc1	-5	1.1	93	1	1	6	-9	5	1.1	15
COc1ccc(CNC(=O)CN(CC2CCCO2)C(=O)CNS(=O)(=O)c2ccc(C)cc2)cc1 (stereo unspecified)	-7	1.1	99	0	0.9	7	-8	9	1.1	1
CCCn1c(N2CCN(CC(=O)c3c[nH]c4ccccc34)CC2)nc2c1c(=O)[nH]c(=O)n2C	3	0.88	99	4	0.9	-3	-5	8	1	-20
CO/N=C/C(C#N)=C/c1ccc(OC)c(OC)c1	22	1.4	95	-3	0.9	-22	-3	7	1	5
CCC(=O)N1CCc2cc(S(=O)(=O)NC(C(=O)NCc3ccccc3)C(C)C)ccc21 (stereo unspecified)	-4	1.1	95	6	0.9	4	-4	5	1	-6
Cn1cccc1C(=O)NC(=O)COC(=O)CNC(=O)CNC(=O)c1ccc(Cl)cc1Cl	-16	0.96	98	3	0.9	16	-2	9	1	0
COc1cc(NC(=O)CSCC(=O)Nc2cccc(C(F)(F)F)c2)c(Cl)cc1Cl	2	1.2	104	8	1	-2	-4	4	1	2
COC(=O)c1ccc(NC(=O)CNC(=O)C2CCCCC2)c(C)c1	6	1.1	95	1	0.8	-6	-5	18	1.1	-4
O=C(c1cc(-c2ccccc2)n[nH]1)N1CCc2c([nH]c3ccccc23)C1c1ccccn1 (stereo unspecified)	-10	0.81	111	15	0.7	10	-2	34	1	-4
Cn1nnnc1SCc1ccccc1[N+](=O)[O-]	-3	1.3	104	0	0.9	3	-6	8	1.1	5
